Bioassay records deposited in PubChem BioAssay by NCI.
All columns: NCI-60 one-dose screen, growth in % after 48 h at 10 µM unless noted; 100 = growth as untreated, 0 = no growth, -100 = all killed.
SK-MEL-2: SK-MEL-2 melanoma. 4.7% of 77,000 active
SK-MEL-28: SK-MEL-28 melanoma | 4.1% of 81,000 active | AID 1794761
HS 578T: HS 578T breast cancer; 4.1% of 78,000 active; AID 1794788
BT-549: BT-549 breast cancer. 4.4% of 78,000 active. AID 1794793
UACC-62: UACC-62 melanoma | 5.4% of 81,000 active | AID 1794756
T-47D: T-47D breast cancer; 5% of 79,000 active
MALME-3M: MALME-3M melanoma | 5.8% of 78,000 active
UACC-257: UACC-257 melanoma; 4.4% of 78,000 active; AID 1794764
* marks the source's active call; other numbers are inactive results; . = not tested or not shown; & = joins results of further samples. The calls were made as follows: active = growth percent below 10; inactive = the rest.

mol	SK-MEL-2	SK-MEL-28	HS 578T	BT-549	UACC-62	T-47D	MALME-3M	UACC-257
O=c1[nH]c2c(cnn2-c2ccc(Cl)cc2)c(=O)n1-c1cccc(Cl)c1	105	119	96	117	87	94	.	115
N=c1sc(Cc2cccc(Cl)c2)cn1CC(=O)c1ccc(F)cc1	89	85	92	98	11	63	90	67
C=COCCCOc1ccccc1	124	108	102	103	98	91	98	99
CC(C)(C)c1nc2c(s1)c1nc(N)ncc1c1ccc(NS(=O)(=O)c3c(F)cccc3F)c(F)c12	50	4.5*	60	77	-2.7*	43	-32*	-13*
CC(=O)[C@@H]1CC[C@H](C)c2ccc(C)nc2C1	101	115	108	112	95	106	111	102
Cc1ccc(NCc2cn(-c3ccc(C(=O)O)cc3)nc2-c2ccc(C(=O)O)cc2)cc1Cl	112	111	96	106	101	109	98	102
O=C(Cc1ccccc1)Nn1c(NCC(=O)N2c3ccccc3Sc3ccccc32)nnc1-c1ccc(O)cc1	90	102	98	93	77	99	90	104
CCn1c(=S)sc2c(NCc3ccc(Cl)cc3)nc(-c3cccnc3)nc21	74	99	99	89	101	48	87	95
COC(=O)[C@@H](Cc1c[nH]c2ccccc12)NC(=O)/C=C/c1ccccc1	17	44	-13*	-0.5*	44	32	35	.
CC(C)OC(=O)Nc1cccc([N+](=O)[O-])c1	104	109	103	92	93	93	107	101
c1ccc2c(c1)NC1(CCCCC1)S2	.	111	91	100	100	96	110	123
CCN1C(=O)N(c2ccccc2)C2N=c3s/c(=C4\C(=O)N(C(C)C)c5ccccc54)c(=O)n3NC21 (centres undefined)	114	118	90	111	93	102	112	114
CC(=O)N1N=C(c2ccc(Nc3nc(Nc4ccc(F)cc4)nc(Nc4ccc(Cl)cc4)n3)cc2)CC1c1ccc(Cl)cc1 (centres undefined)	109	121	96	122	99	68	110	104
Cc1ccc(N=C(Cl)/C=C/c2ccccc2)cc1	96	103	107	113	85	87	96	99
Cc1cccc(C)c1NC(=O)N=Nc1c(O)[nH]c2ccccc12	112	94	85	97	79	93	88	94
O=C1Nc2ccc(Br)cc2C1=N/C=c1\[nH]c(=O)/c(=C/c2ccccc2)s1	100	104	75	99	73	72	66	98
O=C1c2nccnc2C(=O)N1c1ccc([N+](=O)[O-])cc1[N+](=O)[O-]	101	106	113	95	101	99	99	110
CC(C)=C(c1ccc(Cl)cc1)c1c(N)ncnc1N	113	101	117	93	97	.	92	108
C=C1[C@]2(C(=O)OC)C=C(C)C(O)[C@@]1(C)CC1[C@@]3(C)CC[C@H](O)C(C)(C)C3CC[C@]12C (some centres undefined)	103	114	102	112	88	101	114	100
COc1ccc(-c2cc(-c3ccc(N4CCOCC4)cc3)n3c(n2)nc2ccccc23)cc1	113	100	114	106	94	99	98	103

Next part:
mol	SK-MEL-2	SK-MEL-28	HS 578T	BT-549	UACC-62	T-47D	MALME-3M	UACC-257
CSC(=N\N=C\c1ccc2c(c1)OCO2)/N=C/N(C)C	104	121	96	109	93	92	118	104
Cn1cc(/C=C(\C#N)C(=O)Nc2ncc(Cc3ccccc3Cl)s2)c2ccccc21	103	103	100	102	79	97	110	100
O=C(CC(=O)c1ccc(O)cc1)c1ccccc1	.	108	104	101	105	130	99	106
Fc1ccc(-c2csc(=Nc3ccccc3)n2-c2cccc(-n3c(-c4ccc(F)cc4)csc3=Nc3ccccc3)c2)cc1	78	98	87	104	59	49	93	107
CCCCn1c(C)nc2ccc(Nc3nc(N4CCOCC4)nc4nc[nH]c34)cc21	.	94	68	69	46	45	87	99
Nc1ccc(-c2ccc(NC(=O)c3ccc(-n4c(=O)[nH]c5ccccc5c4=O)cc3)cc2)cc1	94	110	87	58	98	100	97	129
Cc1nc(-c2ccccc2)ccc1-c1nnc(SCC(=O)c2ccccc2)o1	119	108	104	112	85	89	88	120
O=c1oc2cc(O)ccc2s1	106	113	108	87	111	96	92	102
COc1ccc(-c2nc(SCC(=O)c3ccc(Br)cc3)[nH]c(=O)c2C#N)cc1	103	115	96	94	104	94	.	111
COc1ccc(Cn2cc(CNC(=O)c3cccnc3Nc3ccc(F)cc3)nn2)cc1	98	127	97	.	93	92	.	135
C=CCc1c(O)c(C(=O)/C=C/c2ccc(OC)cc2)c(OC)c2ccoc12	74	89	107	65	61	42	79	61
COc1cc(/C=N/Nc2c(F)c(F)c(F)c(F)c2F)cc(OC)c1OC	115	110	102	104	89	101	106	109
c1ccc(C2=NC3(CCCCC3)N=C2c2ccccc2)cc1	105	117	.	109	105	92	105	101
COc1ccc(C(=O)O)cc1[N+](=O)[O-]	113	117	99	105	97	87	114	102
CCCCn1cnc2c(SCc3ccccc3F)nc(N)nc21	101	105	106	105	88	109	122	127
C#CCOc1ccc(C2=NN(CCC)C3N=C(Cl)c4ncn(CCC)c4N23)cc1OCC#C (centres undefined)	92	86	79	87	61	53	91	93
N#CC(C#N)=Cc1cc2ccccc2nc1Oc1ccc(C(F)(F)F)cc1	103	104	97	96	78	91	99	106
S=c1[nH]n(-c2ccccc2)c(=S)s1	119	116	97	113	103	98	101	.
O=C(Nc1cccc(Cn2c(=O)[nH]c3ccc(Oc4ncccn4)cc3c2=O)c1)c1cc(Cl)cc(Cl)c1	55	61	57	-3.7*	67	.	31	68
COc1cc(-c2nn(-c3ccc(NC(=O)NCCNS(=O)(=O)c4ccc(F)cc4)cc3)cc2-c2ccncc2)ccc1Cl	8.8*	26	22	-4.0*	26	35	25	41

Full records, quoted from the list. Screens in order: SK-MEL-2 | SK-MEL-28 | HS 578T | BT-549 | UACC-62 | T-47D | MALME-3M | UACC-257
c1ccc(C2=NC3(CCCCC3)N=C2c2ccccc2)cc1 is listed with 105 | 117 | . | 109 | 105 | 92 | 105 | 101
O=C(Nc1cccc(Cn2c(=O)[nH]c3ccc(Oc4ncccn4)cc3c2=O)c1)c1cc(Cl)cc(Cl)c1 is listed with 55 | 61 | 57 | -3.7* | 67 | . | 31 | 68
O=C(CC(=O)c1ccc(O)cc1)c1ccccc1 is listed with . | 108 | 104 | 101 | 105 | 130 | 99 | 106

The list continues:
Every second line gives: SK-MEL-2	SK-MEL-28	HS 578T	BT-549	UACC-62	T-47D	MALME-3M	UACC-257
FC(F)(F)c1cccc(-c2nnn(Cc3cc(-c4cccc(Cl)c4)no3)n2)c1
    114	112	107	98	103	108	98	96
COc1ccc(/C=C2\N=C(c3ccccc3)N(CCc3cccs3)C2=O)cc1
    104	103	110	108	98	98	105	92
Brc1ccc(Nc2nc3ccccc3s2)cc1
    113	116	112	109	98	94	125	111
CCCCNc1nc2c([nH]1)c(=O)n(C)c(=O)n2C
    112	99	101	99	100	92	98	97
CCCCCCCCCCCCCCCCCCOc1ccc(CC(=O)OCC[N+]2(C)CCOCC2)cc1
    112	105	108	122	94	105	105	103
c1cc(C2CO2)ccc1Oc1ccc(C2CO2)cc1 (centres undefined)
    109	113	.	95	104	94	98	102
O=C(Nc1cccc(Cl)c1)Nc1nccnc1OCc1ccccc1
    91	104	94	94	79	.	112	100
S=C(Nc1ccccn1)Nc1ccccn1
    116	102	89	98	98	88	86	109
CCOC(=O)n1cccc1
    117	116	117	105	91	102	116	103
C/C(=N\Nc1ncc(-c2ccccc2)s1)c1cc2ccccc2o1
    106	111	108	96	85	69	107	95
N#C/C(C(=O)c1ccccc1)=C1/C(=O)Nc2ccc(Cl)cc21
    112	112	91	101	92	97	96	91
Clc1ccc(C(=Cc2ccccc2)c2ccc(Cl)cc2)cc1
    97	109	107	.	98	85	103	106
Cc1cc(C)cc(Nc2n[nH]c(-c3cccnc3)n2)c1
    108	98	107	96	89	95	98	93
N#C/C(Sc1nc2sc3c(c2c(=O)n1Cc1ccccc1)CCCC3)=C(/S)Nc1ccccc1
    106	115	99	104	89	86	120	82
O=C(Cn1cc(C2CC2)nn1)Nc1nc(-c2ccc(F)cc2)cs1
    97	107	107	104	83	91	74	99

New compounds follow:
Every second line gives: SK-MEL-2	SK-MEL-28	HS 578T	BT-549	UACC-62	T-47D	MALME-3M	UACC-257
O=C(O)c1ccc(Nc2ccnc(SCC(=O)c3ccc(-c4ccccc4)cc3)n2)cc1
    115	102	100	99	91	87	91	113
Clc1ccc(-c2conc2-n2nc(-c3ccccc3)nc2-c2ccccc2)cc1
    115	117	110	99	100	95	87	116
C[n+]1c(/C=C\C=C\N2CCCCC2)sc2ccccc21
    -51*	39	34	1.4*	3.1*	5.3*	-4.5*	-44*
Fc1ccc(/C=C/c2cc(N3CCOCC3)c3cc(F)c(F)cc3n2)cc1
    93	104	117	98	87	78	92	91
O=[N+]([O-])c1ccc(N2c3ccncc3Sc3ccncc32)cc1
    94	115	104	114	93	97	122	113
CC1CN=C(c2ccccn2)C(c2ccccn2)=N1 (centres undefined)
    96	104	98	93	102	94	93	108
COC(=O)c1nc(-c2ccccc2)oc1Nc1ccc(C)cc1
    97	101	108	89	77	83	110	101
Cc1cc(N2CCC(C)CC2)nc(-n2nc(C)cc2C)n1
    102	106	124	97	.	88	.	94
Cc1ccc(NC(=O)c2nc(S(C)(=O)=O)n(C)c2-c2ccc(F)cc2)cc1Nc1nccc(-c2cccnc2)n1
    .	106	99	116	104	87	113	106
COc1cccc(-c2nn(-c3ccccc3)cc2-c2ccnc(NCCCNS(=O)(=O)c3ccc(C(F)(F)F)cc3)c2)c1
    19	.	39	37	.	-2.8*	26	.
O=c1c2sc3ncccc3c2n2nnc(-c3ccccc3)c2n1CCCCl
    90	104	115	99	80	119	.	109
Cc1ccc(-c2nnc(COc3ccc(-c4nnc(N)s4)cc3)o2)cc1
    104	98	85	93	83	101	68	112
Cc1ccc(-c2cn(-c3ccc(Cl)cc3)c(SCC(=O)c3ccc(Br)cc3)n2)cc1
    86	96	84	96	69	75	90	.
CN1CCN(C(c2ccccc2)c2ccc(Cl)cc2)CC1 (centres undefined)
    90	99	89	88	90	82	85	110
CCN1C(=O)N(CC)C2C1N=C(SCc1ccc(Cl)cc1)N2/N=C/C=C/c1ccccc1OC (centres undefined)
    58	71	57	106	31	42	61	42

Other compounds:
Every second line gives: SK-MEL-2	SK-MEL-28	HS 578T	BT-549	UACC-62	T-47D	MALME-3M	UACC-257
CCCCOC(=O)c1cccc(C(=O)OCCCC)n1
    106	115	105	115	94	96	109	107
c1ccc(-c2noc3ncnc(Nc4ccc(N5CCOCC5)cc4)c23)cc1
    106	100	101	96	94	87	87	99
CCOc1ccccc1C(=O)OCC(=O)Nc1cccc(S(=O)(=O)N(C)C)c1
    94	104	95	.	94	66	82	94
c1ccc(CO[C@H]2CO[C@H]3[C@@H]2OC[C@@H]3Oc2ccc(Nc3ncnc4ccsc34)cc2)cc1
    84	89	91	69	60	39	53	78
O=C(O)/C=C/C=C/c1ccccc1
    115&104	109&103	108&109	107&103	102&96	105&100	114&103	93&102
COc1ccc(-c2nc3ccccc3[nH]2)cc1
    97	91	101	104	92	102	114	116
COc1ccc(/C=N\NC(=O)c2cc(-c3ccc(Cl)cc3)n(-c3ccc(OC)cc3)n2)cc1
    97	90	92	.	77	75	84	96
